PrPC surface inh: reduces human prion protein on the cell surface; cell surface PrPC, TR-FRET read-out; inhibition, % at 13.8 µM; hit rate 0.43% among 370,000; in the data active means inhibition above about 24%; further: 0% = median of the test wells and 100% = reference compound wells
TcdB GH inh: TcdB glycohydrolase inhibition; inhibition, % at 9.99 µM; P18177; TcdB glycohydrolase enzymatic assay, plate reader; hit rate 0.24% among 350,000; in the data active means inhibition above about 10%
Anthrax LF prot: anthrax lethal factor protease inhibition; AID 588501; multiplex microsphere protease cleavage assay, LF; hit rate 0.12% among 360,000; P15917; inhibition, % at 10 µM; further: plate controls were buffer without enzyme for full effect and enzyme alone for no effect
Target sequence (P15917 whole entry, looked up): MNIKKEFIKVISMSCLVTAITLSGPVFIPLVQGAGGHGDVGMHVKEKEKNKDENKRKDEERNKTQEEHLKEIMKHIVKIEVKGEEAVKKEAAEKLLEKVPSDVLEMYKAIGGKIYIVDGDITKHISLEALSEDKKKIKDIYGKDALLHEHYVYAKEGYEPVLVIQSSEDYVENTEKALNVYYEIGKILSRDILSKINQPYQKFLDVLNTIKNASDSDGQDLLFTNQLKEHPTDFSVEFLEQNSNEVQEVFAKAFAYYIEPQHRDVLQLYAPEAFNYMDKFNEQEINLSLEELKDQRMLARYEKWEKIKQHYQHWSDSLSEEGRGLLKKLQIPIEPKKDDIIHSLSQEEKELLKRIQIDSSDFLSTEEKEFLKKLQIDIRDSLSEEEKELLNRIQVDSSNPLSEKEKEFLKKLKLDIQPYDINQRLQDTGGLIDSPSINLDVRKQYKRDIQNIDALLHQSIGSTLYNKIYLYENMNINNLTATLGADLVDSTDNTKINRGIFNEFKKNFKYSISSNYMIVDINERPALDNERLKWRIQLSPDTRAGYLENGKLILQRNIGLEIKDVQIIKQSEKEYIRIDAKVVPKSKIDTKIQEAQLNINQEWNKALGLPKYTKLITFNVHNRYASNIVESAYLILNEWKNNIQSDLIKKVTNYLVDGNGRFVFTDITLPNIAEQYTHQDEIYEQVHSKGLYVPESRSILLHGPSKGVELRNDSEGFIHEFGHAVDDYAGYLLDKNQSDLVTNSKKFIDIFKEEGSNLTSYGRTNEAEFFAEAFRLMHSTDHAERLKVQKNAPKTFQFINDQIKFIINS
BoNT-F LC inh: BoNT F light chain protease inhibition; Multiplex microsphere protease cleavage assay, flow cytometry; inhibition, % at 10 µM; hit rate 0.22% among 360,000; in the data active means inhibition above about 35%, passing the limit was not always enough; inconclusive means no clear call, values can overlap the other calls; further: plate controls were buffer without enzyme for full effect and enzyme alone for no effect
FadD28 FP inh: blocks FadD28 binding to the bisubstrate probe; inhibition, % at 12.5 µM; hit rate 0.22% among 360,000; AID 588549; fluorescence polarization; in the data active means inhibition above about 8.5%, passing the limit was not always enough; inconclusive means no clear call, values can overlap the other calls
BoNT-A LC inh2: blocks Botulinum neurotoxin A light chain protease | multiplex microsphere protease substrate cleavage, flow cytometry | inhibition, % at 10 µM | hit rate 0.17% among 360,000 | AID 588499; further: plate controls were buffer without enzyme for full effect and enzyme alone for no effect
CCHFV vOTU inh: blocks the CCHF virus ovarian tumor domain protease | hit rate 0.55% among 370,000 | CCHFV vOTU protease, Pep-AMC fluorescence | AID 651958 | inhibition, % at 11.5 µM; in the data active means inhibition above about 30%; further: 0% = vehicle wells with enzyme and 100% = no enzyme wells
Yp Topo-I inh: Y. pestis Topo-I inhibition via cleavage products. activity, % at 10 µM. hit rate 0.064% among 360,000. Y. pestis Topo-I cleavage product accumulation, plate reader; in the data active means activity above about 50%, passing the limit was not always enough; inconclusive means no clear call, values can overlap the other calls; further: inactives centre near 2
PfHsp40 rescue: compounds rescuing yeast from Plasmodium falciparum HSP40 toxicity; S. cerevisiae expressing PfHsp40, growth rescue, ATP luminescence; growth rescue, % at 12.5 µM; hit rate 0.68% among 340,000; AID 504582; in the data active means growth rescue above about 28%, passing the limit was not always enough; inconclusive means no clear call, values can overlap the other calls;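 further: yeast W303a lacking pdr1 and pdr3 grown in galactose medium; growth measured after three days at 30 °C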
* hit, by the source's call; ? = inconclusive; nt = not tested or not shown. Unless noted, no stated cut-off is given here; in the data, active means inhibition above about 30%; inconclusive means no clear call, values can overlap the other calls; inactive means below that. The order is random (roughly 2.3% active in at least one column).

SMILES	PrPC surface inh	TcdB GH inh	Anthrax LF prot	BoNT-F LC inh	FadD28 FP inh	BoNT-A LC inh2	CCHFV vOTU inh	Yp Topo-I inh	PfHsp40 rescue
CCCCCOC(=O)C1=C(C)NC(=O)NC1c1ccc2c(c1)OCO2 (stereo not drawn)	5	1.7	18	?	-0.9	0.0	4	17	-0.6
Nc1nc(-c2sc3nc4c(cc3c2N)CCCC4)nc(N2CCOCC2)n1	nt	nt	0	-1	-2.1	0.1	nt	-6	-1.3
O=C(CSc1ncnc2sc3c(c12)CCC3)NCC1CCCO1 (stereo not drawn)	7	-0.1	5	9	-3.2	6.7	-8	2	-1.5
CCN1C(=O)[C@H]2[C@@H](c3ccc(-c4ccc(Cl)c(Cl)c4)cc3)N3CCCC[C@@]3(C(=O)OC)[C@H]2C1=O	-3	0.8	-14	-9	-0.4	-1.0	4	31	-1.5
Cc1ccc(O)c(N=Cc2cc(Cc3ccccc3)cc([N+](=O)[O-])c2O)c1	-3	0.6	5	8	2.3	4.8	23	-12	124*
COc1cc2nc(Nc3cccc(F)c3)nc(N)c2cc1OC	3	0.1	-6	3	2.1	1.1	-15	-2	-1.8
Cc1cccc(C)c1Nc1nnc(SCC(=O)NCc2cccs2)s1	-3	nt	1	4	-4.1	0.4	1	6	-0.1
Cc1cccc(C(=O)N2CCN=C2SCc2ccc([N+](=O)[O-])cc2)c1	-6	0.9	-2	-4	-4.0	0.2	-8	-1	1.4
NC(=O)C[n+]1cccc(C(=O)Nc2ccccc2)c1	5	-0.2	nt	nt	1.3	nt	-10	9	-0.7
Cc1cc(C(=O)CSc2nc3ccccc3n2C)c(C)n1C	-4	nt	0	7	-0.4	-0.2	-4	12	0.1
CC(C)C(=O)N1CCN(c2nc3ccc(Cl)cc3s2)CC1	10	1.8	2	-1	-4.2	2.4	0	1	-0.5
Cc1cc(C)n(-c2nncn2NC(=O)c2ccc(Cl)cc2O)n1	0	nt	-2	-4	-5.1	-0.3	4	-1	1.9
O=P(OC1CCS(=O)(=O)C1)(c1ccccc1)c1ccccc1 (stereo not drawn)	-2	nt	0	1	-3.1	-0.1	15	1	0.2
Cc1nc(NC(=O)c2ccccc2)sc1C1(C)CC(c2ccccc2F)=NO1 (stereo not drawn)	-3	0.4	-4	-1	-3.0	-0.4	-4	6	1.4
CC(=O)N[C@H]1[C@H](Oc2ccc3c(c2)CCC2C3CC[C@]3(C)C(=O)CCC23)O[C@H](CO)[C@@H](O)[C@@H]1O (stereo partly drawn)	6	0.3	-18	-6	0.3	-5.2	1	6	-0.3
COC(=O)c1ccc(NC(=O)c2ccc(C)cc2)o1	-4	nt	-3	-5	-1.4	0.2	11	0	1.0
Cc1ccc(S(=O)(=O)N2C[C@H]3N(C(=O)OC(C)C)N(C(=O)OC(C)C)C[C@H](OC(=O)NCc4ccccc4F)[C@@]3(O)C2)cc1	-8	2.2	5	0	-2.2	0.4	17	22	nt
Cc1ccc(C(=O)NCc2ccc(N3CCN(C)CC3)cc2)cc1C	-2	-2.4	11	?	nt	-1.9	-1	0	0.2
CCCC(=O)NC(C)C(c1cccs1)N1CCN(c2ccccc2)CC1 (stereo not drawn)	7	nt	0	-5	-1.4	-0.7	-16	3	0.2
Cc1ccc(SCCNC(=O)c2ccc(C)c(S(=O)(=O)Nc3cccc(C)c3)c2)cc1	7	nt	13	-10	2.1	0.5	-4	-9	-0.5
COc1ccccc1-n1c(SCC(=O)Nc2ccc(F)cc2)nc2c(c1=O)SCC2	-2	0.9	-6	-1	-4.6	1.0	12	16	-0.1
COc1ccc(CCNC(=O)C(=O)NCCC2CCCCN2S(=O)(=O)c2cccs2)cc1 (stereo not drawn)	6	0.2	-2	1	-1.3	-2.5	0	-4	1.0
CCc1ccc(Nc2cnn(C34CC5CC(CC(CC(=O)O)(C5)C3)C4)c(=O)c2Cl)cc1	8	0.9	-1	0	-1.2	0.0	0	-15	0.8
CC(=O)N1CCN(c2ccc(NC(=O)c3ccc4c(c3)OCO4)cc2)CC1	8	nt	-11	-1	-1.6	-0.5	9	1	106*
Cc1cc(C)c(S(=O)(=O)N2CCN=C2c2ccccc2)c(C)c1	4	nt	1	-6	0.7	-0.4	5	-1	0.5
CCOC(=O)[C@@H]1[C@H]2COc3cc(OC)ccc3[C@H]2N2C(=O)N(c3ccc(C(F)(F)F)cc3)C(=O)[C@]12C	6	0.4	-2	-4	-1.6	-0.2	17	-2	193*
CCn1c2ccccc2c2nnc(SCC(=O)Nc3cc(C)on3)nc21	-2	nt	-3	1	-1.4	0.8	-8	2	-0.6
CN(C)S(=O)(=O)c1cccc(-c2nnc(-c3ccccc3)o2)c1	nt	0.8	1	-6	-1.4	0.4	nt	-9	-0.5
Oc1ccccc1CNCCCNCc1ccccc1O	-13	nt	0	-22	-4.2	0.5	-29	1	0.3
O=C(COc1ccc(Br)cc1Br)NC(=S)N1CCCc2ccccc21	nt	nt	31*	7	-2.2	24	nt	2	1.0
COC(=O)CN1C(=O)[C@H]2[C@@H](/C=C/c3ccccc3)N3C(=O)CN(Cc4ccccc4)C(=O)[C@@]3(Cc3ccccc3)[C@H]2C1=O	-6	-4.6	-2	0	-0.6	-0.4	8	0	-0.2
O=C(Cn1cnc2c(cnn2-c2ccc(Cl)cc2)c1=O)NCCc1ccccc1	-3	nt	-4	-13	-0.4	-0.4	-2	-2	0.0
CC1(C)NC(=O)N(CC(O)COc2ccccc2C(=O)Nc2ccccc2)C1=O (stereo not drawn)	1	nt	-2	-6	-0.2	-2.7	2	2	-0.3
Cc1ccc(C)c(S(=O)(=O)C(C#N)c2nc3ccccc3nc2N2CC(C)OC(C)C2)c1 (stereo not drawn)	5	nt	-11	-7	0.2	0.8	6	0	1.0
COc1ccc(CNC(=O)COC(=O)c2ccc(C)c(S(=O)(=O)N3CCOCC3)c2)cc1	-6	1.6	2	-9	-1.0	-1.5	-5	0	-0.3
CCOC(=O)c1cnn(-c2nc(-c3ccccc3)nc3c2COC(C)(C)C3)c1N	4	nt	-4	-13	-0.6	-0.9	12	3	0.5
O=C(CCCn1c(SCC(=O)c2ccc(F)cc2)nc2ccccc2c1=O)NCc1ccccc1	-5	nt	-11	6	-2.5	0.3	4	31	0.4
O=C(CCc1c[nH]c2ccccc12)NCc1ccncc1	3	0.8	-11	-8	-0.3	-2.4	1	-1	0.4
COc1cc(CC(=O)Nc2nc(C)cs2)cc(OC)c1OC	6	1.4	-6	-6	-1.4	-0.3	2	-1	3.2
COCCCN1C(=O)c2ccc(C(=O)Nc3ccc(OC)cc3OC)cc2C1=O	9	nt	-2	-14	-5.0	0.1	7	1	0.0
CC(=O)Oc1ccc2c(c1)Oc1cc(OC(C)=O)ccc1C21OC(=O)c2ccccc21	nt	nt	-57	-123	41*	-15	nt	22	-1.4
CCCCC[C@@H]1[C@@H]2C(=C(OCC)C[C@@H]3C(=O)N(c4ccccc4)C(=O)[C@H]23)[C@H](c2ccccc2)N1S(=O)(=O)c1ccc(C)cc1	-1	0.1	0	4	-2.0	-1.2	6	nt	nt
COC(CN(C)C(=O)C1CCC(CNS(=O)(=O)c2ccc(C)cc2)CC1)OC (stereo not drawn)	2	-1.1	-6	-2	-2.2	-0.7	-2	1	-1.3
CCN(Cc1cc2ccccc2[nH]c1=O)S(=O)(=O)c1ccccc1	1	nt	2	5	-0.7	0.3	3	-4	-0.4
CNC(=S)Nc1ccc2nc(C)oc2c1	-2	-5.4	-2	2	-1.0	0.2	7	-8	-1.9
CC1(C)CC(N2CCCC2)=CC(=[N+]2CCCCCC2)C1	11	0.4	-4	-2	-2.2	0.5	2	0	-0.8
CSc1cccc(NS(=O)(=O)c2ccc3c(c2)CCN3C(C)=O)c1	25*	0.7	2	1	-7.5	-0.9	20	10	0.7
O=C(NN1C(=O)C2C3C=CC(C4CC34)C2C1=O)c1cccc(Cl)c1 (stereo not drawn)	4	nt	0	-2	-0.7	0.5	12	-3	-0.9

Copied from the list:
Entry of CNC(=S)Nc1ccc2nc(C)oc2c1 under BoNT-A LC inh2: 0.2
Entry of CCCCC[C@@H]1[C@@H]2C(=C(OCC)C[C@@H]3C(=O)N(c4ccccc4)C(=O)[C@H]23)[C@H](c2ccccc2)N1S(=O)(=O)c1ccc(C)cc1 under TcdB GH inh: 0.1
Entry of O=C(NN1C(=O)C2C3C=CC(C4CC34)C2C1=O)c1cccc(Cl)c1 (stereo not drawn) under BoNT-A LC inh2: 0.5

Other structures:
SMILES	PrPC surface inh	TcdB GH inh	Anthrax LF prot	BoNT-F LC inh	FadD28 FP inh	BoNT-A LC inh2	CCHFV vOTU inh	Yp Topo-I inh	PfHsp40 rescue
CCOc1cc(N2CCOCC2)c(OCC)cc1NC(=O)COC(=O)CCOc1cc(C)ccc1C	5	2.7	-3	8	-3.7	-0.7	5	11	1.0
CCOc1ccc(-n2c(N)c(-c3nc4ccccc4n3C)c3nc4ccccc4nc32)cc1	-2	nt	3	-2	-3.2	0.9	-5	3	7.3
COc1cc(C(=O)c2nccc3cc(OC)c(OC)cc23)c([N+](=O)[O-])cc1OC	-18	1.3	8	-7	0.3	0.9	103*	11	1.0
CCSC1=N/C(=C\c2ccccc2)C(=O)N1c1ccc(OC)cc1	-2	1.6	5	2	-1.8	0.3	30*	1	0.7
CCn1cc(C(=O)N2CCN(c3ccccc3F)CC2)c(=O)c2ccc(C)nc21	-5	2.5	-6	-7	-0.9	-1.0	2	1	-0.8
COc1ccc(/C=C(\NC(=O)c2ccccc2)C(=O)NCCN2CCOCC2)cc1OC	-3	-12	-11	-22	-0.1	-2.3	19	0	0.3
COc1ccc(OC)c(-n2c(=S)[nH]c3c(sc(=S)n3-c3ccccc3C)c2=O)c1	-6	-0.5	0	-1	-1.0	-0.5	-2	6	-0.2
COc1ccccc1OCc1ccc(C(=O)OCC2CCCO2)o1 (stereo not drawn)	6	nt	4	-2	-1.0	0.2	5	10	0.8
C[C@]12CCC3C(CC[C@H]4C[C@H](O)CC[C@]34C)C1C[C@H](O)[C@@H]2O (stereo partly drawn)	6	-5.4	-12	1	-1.3	-0.6	5	0	-0.3
CC(C)C[C@H]1CN(CCCC[C@@H]2CNC(=O)C(=O)N2CCc2ccccc2)C(=O)C(=O)N1CCC1CCCCC1	-2	-0.1	2	1	nt	0.0	18	nt	nt
O=C(Nc1ccccc1)[C@@H]1[C@@H]2C(=O)N(c3ccc(F)cc3)C(=O)[C@@H]2[C@H]2C=CC=NN21	-3	-0.7	?	-26	-1.3	-9.6	-4	4	0.0
Cc1nc(NC(=O)c2ccccc2)sc1-c1csc(NCc2ccco2)n1	nt	nt	-1	2	-4.9	1.7	nt	-2	0.7
Cc1[nH]ccc(=O)c1OC1OC(CO)C(O)C(O)C1O (stereo not drawn)	-3	2.0	0	-4	-0.9	0.1	-2	13	0.6
Cc1ccc(N2C(=O)NC(NC(=O)c3ccc(Cl)cc3)(C(F)(F)F)C2=O)cc1 (stereo not drawn)	3	nt	-2	-4	2.6	0.2	11	5	1.1
C=CCNc1nc(C(=O)OCC(=O)c2ccc(Cl)cc2)cs1	-5	1.0	0	0	0.4	1.3	-10	-3	0.3
O=C(Nc1ccncc1)C1CC(=O)N(c2ccc(F)cc2)C1 (stereo not drawn)	-1	-0.1	-3	4	-0.2	-1.3	10	-7	-1.1
CN1CC(=O)N(CC(=O)Nc2ccc3c(c2)CCC3)C1=O	-6	8.4	-4	-8	-4.2	-0.5	-2	-10	-1.7
CCCCSC(=S)NC1CCS(=O)(=O)C1 (stereo not drawn)	1	1.4	-2	0	0.0	0.3	6	-1	0.3
O=C(N1CCCCC1)N1CCN(c2ccc(Cl)cc2)CC1	5	nt	-5	-6	-0.7	-0.3	5	2	0.4

Arranged by SMILES length (falling): some entries from above
SMILES	PrPC surface inh	TcdB GH inh	Anthrax LF prot	BoNT-F LC inh	FadD28 FP inh	BoNT-A LC inh2	CCHFV vOTU inh	Yp Topo-I inh	PfHsp40 rescue
C=CCNc1nc(C(=O)OCC(=O)c2ccc(Cl)cc2)cs1	-5	1.0	0	0	0.4	1.3	-10	-3	0.3
Cc1[nH]ccc(=O)c1OC1OC(CO)C(O)C(O)C1O (stereo not drawn)	-3	2.0	0	-4	-0.9	0.1	-2	13	0.6
O=C(N1CCCCC1)N1CCN(c2ccc(Cl)cc2)CC1	5	nt	-5	-6	-0.7	-0.3	5	2	0.4
CCCCSC(=S)NC1CCS(=O)(=O)C1 (stereo not drawn)	1	1.4	-2	0	0.0	0.3	6	-1	0.3
